Screens as filed in PubChem BioAssay.
hERG protect: shields human hERG channel from block by proarrhythmic agents. Q12809. CHO-hERG, FluxOR thallium flux, dofetilide IC70 present. activation (rescue from dofetilide block), less the hit threshold, % at 10 µM. 310,000 compounds, 0.51% hits. AID 1511;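 active means activation above the mean of controls blocked by dofetilide plus 5 SD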;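 further: thallium influx through hERG after potassium depolarization seen as dye fluorescence rise; in these data hits start at about 4.7%; inactives centre near -7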
DYRK1A inh: inhibitors of rat Dyrk1A kinase | ADP-Glo luminescence, NFATc1 peptide | Q63470 | inhibition, % at 12.5 µM | 310,000 compounds, 0.43% hits | AID 504441; in the data active means inhibition above about 50%;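 further: plate controls were vehicle with enzyme for no effect and no enzyme for full effect; many of its hits are not listed in these tables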
KCNK3 inh: human KCNK3 channel inhibition, primary screen; B-score at 10 µM; CHO-KCNK3 thallium flux, FluxOR fluorescence; hits give low values; 340,000 compounds, 0.84% hits; O14649;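 active means B-score under library mean minus 4 SD, starting fluorescence ratio at most library mean plus 5 SD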;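 further: more negative B-score means stronger inhibition of thallium flux through KCNK3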
TMEM16A inh: blocks the mouse calcium-activated chloride channel TMEM16A. Q8BHY3. HEK293 TMEM16A/YFP iodide influx fluorescence, ionomycin. 310,000 compounds, 1.2% hits. normalized B-score (activity score, 25-100; higher = stronger inhibition) at 10 µM;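 active means ratio plate-corrected score three or more library SD toward inhibition, starting fluorescence score within five deviations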;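 further: score derived from kinetic fluorescence span divided by baseline fluorescence per well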
Target sequence (Q8BHY3 whole entry, looked up): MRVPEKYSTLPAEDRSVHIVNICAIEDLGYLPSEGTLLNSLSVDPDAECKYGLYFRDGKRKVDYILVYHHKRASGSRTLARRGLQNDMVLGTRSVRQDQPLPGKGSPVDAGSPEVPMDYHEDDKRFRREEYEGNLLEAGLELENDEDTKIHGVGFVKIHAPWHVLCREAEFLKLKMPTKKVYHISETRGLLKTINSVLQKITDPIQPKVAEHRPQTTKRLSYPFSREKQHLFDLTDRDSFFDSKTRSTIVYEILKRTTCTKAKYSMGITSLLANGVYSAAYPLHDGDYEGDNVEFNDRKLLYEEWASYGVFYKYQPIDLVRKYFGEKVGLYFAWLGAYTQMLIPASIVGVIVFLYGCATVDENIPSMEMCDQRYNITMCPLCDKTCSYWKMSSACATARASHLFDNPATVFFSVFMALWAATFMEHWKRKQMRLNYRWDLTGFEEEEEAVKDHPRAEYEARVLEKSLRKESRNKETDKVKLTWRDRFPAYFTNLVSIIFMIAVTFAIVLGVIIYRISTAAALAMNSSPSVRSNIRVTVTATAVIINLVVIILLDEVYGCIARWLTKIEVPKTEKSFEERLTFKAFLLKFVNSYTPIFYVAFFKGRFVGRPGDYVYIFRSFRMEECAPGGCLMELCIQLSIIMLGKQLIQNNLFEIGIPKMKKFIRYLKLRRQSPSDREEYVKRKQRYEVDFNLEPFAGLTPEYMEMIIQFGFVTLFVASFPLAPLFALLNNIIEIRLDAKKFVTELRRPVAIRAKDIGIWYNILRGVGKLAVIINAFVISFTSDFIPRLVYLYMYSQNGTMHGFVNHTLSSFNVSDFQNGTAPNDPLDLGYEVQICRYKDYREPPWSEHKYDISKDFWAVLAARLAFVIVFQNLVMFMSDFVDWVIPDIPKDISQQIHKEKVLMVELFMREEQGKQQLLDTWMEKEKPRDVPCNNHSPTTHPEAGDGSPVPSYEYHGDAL
KCNQ1 act: human KCNQ1 channel potentiation or activation. B-score at 10 µM. CHO-K1 KCNQ1, thallium flux FluxOR fluorescence; hits give high values. AID 2648. 310,000 compounds, 0.35% hits;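 active means fluorescence ratio B-score, a plate-corrected score, at least three library SD, with initial intensity B-score within 5 SD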
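assay system = KCNQ1-transfected CHO-K1 cells | medium = assay buffer with matched DMSO | probe or stimulus = depolarizing K+/Tl+ stimulus, K2SO4 and Tl2SO4 each 12.5 mM in 5x stock | dosing = single dose | incubation = dye 90 min, compound 20 min, room temperature | detection = kinetic FluxOR fluorescence, 10 s baseline plus 110 s post-stimulus | evaluation = ratio B score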
TRPC4 PAM: TRPC4 (mouse) allosteric potentiation | Q9QUQ5 | HEK293 TRPC4beta/mu-opioid, DAMGO EC20, Fluo-4 Ca2+ flux; hits give high values | B-score at 10 µM | 310,000 compounds, 0.42% hits;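 active means B-score of calcium response area above 5 SD of library B-scores, with initial fluorescence ratio within 5 SD of library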;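 further: B-score of integrated fluorescence ratio over time as area under calcium response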
ANO1 activ: mouse TMEM16A channel activation, primary screen. 340,000 compounds, 0.3% hits. Q8BHY3. HEK293 TMEM16A/YFP-H148Q/I152L, iodide quench fluorescence; hits give low values. B-score at 10 µM;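 active means fluorescence-ratio B-score plate-corrected deviation score at least 3 library SD below zero, with starting fluorescence score within 5 deviations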;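 further: channel opened by trigger with iodide after compound preincubation; score built on the fluorescence ratio of max minus min over baseline; more negative score means more quench and so TMEM16A activation or potentiation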
TRPC4 act: activators of mouse TRPC4 channel; 310,000 compounds, 0.49% hits; B-score at 10 µM; HEK293 TRPC4beta/mu-opioid, Fluo4 calcium fluorescence; hits give high values; Q9QUQ5;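 active means B-score above 5 SD of library B-scores, and initial fluorescence ratio not above library mean plus 5 SD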;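 further: positive B-score marks a calcium rise read as TRPC4 activation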
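Assay system – TRPC4beta and mu-opioid receptor HEK293 stable cells · Measured by – Fluo4 fluorescence, kinetic · Schedule – dye loading 45 min room temperature, 110 s kinetic read · Read-out – B-scored integrated calcium fluorescence ratio · Controls – buffer and maximal DAMGO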
KCNQ1 block: inhibitors of human KCNQ1 potassium channel | CHO-K1 KCNQ1, FluxOR thallium flux fluorescence; hits give high values | B-score at 10 µM | P51787 | 310,000 compounds, 1.3% hits;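 active means compounds whose thallium flux B-score, printed positive for inhibition, exceeds three library SD while starting fluorescence stays within three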;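 further: channel opened by potassium depolarization with thallium stimulus after 20 min compound exposure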
KCNK9 block: human KCNK9 channel inhibition. Q9NPC2. B-score at 10 µM. HEK293 KCNK9, FluxOR thallium flux fluorescence; hits give low values. AID 488922. 310,000 compounds, 1.2% hits;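 active means ratio B-score over 3 SD below the library mean, with starting fluorescence within 5 SD of its mean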;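 further: negative B-score means less thallium flux so channel inhibition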
HDAC3 inh: blocks human histone deacetylase 3 | recombinant HDAC3, fluorogenic peptide/trypsin coupled, fluorescence | inhibition, % at 8.3 µM | 320,000 compounds, 0.15% hits; in the data active means inhibition above about 26%, passing the limit was not always enough
Starred values were filed as active, the others as inactive; i = inactive; . = no result given.

Screens in order: TMEM16A inh, KCNQ1 act, HDAC3 inh, KCNQ1 block, TRPC4 PAM, hERG protect, KCNK3 inh, DYRK1A inh, ANO1 activ, KCNK9 block, TRPC4 act
CCOC(=O)C1=NNC(C(=O)c2ccc(Cl)cc2)C1c1ccc(OC)cc1 (stereo not drawn)
 : i, i, 12.7, i, 15*, -6.3, i, -0.2, i, i, i
COc1ccc(/C=N/n2c(-c3cc(C)[nH]n3)n[nH]c2=S)cc1OC
 : i, i, 10.2, i, i, -4.5, i, ., i, i, i
Nc1nc(N2CCN(c3ccc(F)cc3)CC2)n[nH]1
 : i, i, -7.7, i, i, -5.7, i, -0.4, i, i, i
Cc1cc(NC(=O)CN2CCN(c3cccc(Cl)c3)CC2)no1
 : i, i, 3.4, i, i, -6.9, i, ., i, i, i
Cc1cc(O)ccc1N=Cc1c(C(F)(F)F)[nH][nH]c1=O
 : i, i, 2.3, i, i, -11.5, i, 41.2, i, i, i
CN(CC(O)Cn1cnc2c1c(=O)n(C)c(=O)n2C)c1ccccc1 (stereo not drawn)
 : i, i, -0.4, i, i, -5.3, i, 0.8, i, i, i
CCOc1ccc(C2C(C#N)=C(N)Oc3cc(C)n(CCN(C)C)c(=O)c32)cc1OCC (stereo not drawn)
 : i, i, -1.2, i, i, -10.5, i, -5.8, i, i, i
CC(Sc1nc2ccccc2c(=O)[nH]1)C(=O)O (stereo not drawn)
 : i, i, 6.8, i, i, -5.4, i, -3.1, i, i, i
CC(C)OC(=O)C(C#N)c1nc2ccccc2nc1N1CCCC1 (stereo not drawn)
 : i, i, -3.1, i, i, -5.1, i, 5.9, i, i, i
CCOC(=O)c1c(NC(C)=O)sc2c(OC)c(Br)ccc12
 : i, i, -2.2, i, i, -1.9, i, 2.5, i, i, i
CCN(C(=O)c1cc(Cl)ccc1Cl)C1CCS(=O)(=O)C1 (stereo not drawn)
 : i, i, -4.3, i, i, -9.3, i, -9.6, i, i, i
CC(C)(C)c1csc(NNC(=O)c2ccc(Cl)cc2)n1
 : i, i, 0.8, i, i, 1.3, i, 4.3, i, i, i
CN(NC(=O)C(C)(C)C)c1nc(-c2ccccc2)nnc1C(F)(F)F
 : i, i, 6.3, i, i, -3.9, i, -7.2, ., i, i
COC(=O)c1sccc1NS(=O)(=O)c1ccccc1
 : i, i, 2.3, i, i, -3.5, i, -1.4, i, i, i
CCCCCCCCc1nc(SC(C)C(=O)O)n[nH]1 (stereo not drawn)
 : i, i, -1.1, i, i, -14.6, i, 2.5, i, i, i
CCNC(=S)N1CCN(Cc2ccc3c(c2)OCO3)CC1
 : i, i, 2.4, i, i, -6.4, i, ., i, i, i
O=C(CSc1nnc(-c2ccc(Cl)cc2)n1Cc1ccco1)Nc1ccc2c(c1)OCCO2
 : i, i, -2.2, i, i, -15.5, i, -5.7, i, i, i
COc1ccc(-c2nnn(CC(=O)N(Cc3cccs3)C(C)C(=O)NC3CCCC3)n2)cc1OC (stereo not drawn)
 : i, i, -6.0, i, i, -16.4, i, 12.5, i, i, i
O=C(NC1CCN(C(=O)N2c3ccccc3Sc3ccccc32)CC1)c1ccccc1Cl
 : i, i, 4.2, i, i, -3.4, -10.4*, -9.6, i, -7.34*, i
COc1ccc([C@@H]2CC=C(C(=O)O)[C@H](c3ccccc3F)N2S(=O)(=O)c2ccc(C)cc2)cc1OC
 : i, ., 6.4, ., ., ., i, -0.7, i, ., .
O=C(C1=C[C@@H](C2CC2)C[C@@H](OCCCCO)O1)N1CCN(Cc2ccc3c(c2)OCO3)CC1
 : i, i, -1.1, i, i, -8.2, i, 6.3, i, i, i
Cc1[nH]n(-c2ccc([N+](=O)[O-])cc2)c(=O)c1/C=N/N1CCOCC1
 : i, i, -9.8, i, i, -8.1, i, -1.1, i, i, i
CCC(c1nnnn1CCc1ccccc1)N(Cc1ccco1)Cc1cc2c(C)ccc(C)c2[nH]c1=O (stereo not drawn)
 : i, i, -0.3, i, i, -9.1, i, 7.2, i, -7.32*, i
Cc1cccc(NC(=O)C2CCN(S(=O)(=O)c3cccc4nonc34)CC2)c1
 : i, i, -0.2, i, i, -12.2, i, -1.4, i, i, i
CCC(CC)C(=O)N1CCN(c2cccc(C)c2C)CC1
 : i, i, 6.2, i, i, -16.2, i, -6.6, i, i, i
O=C(Nc1ccccc1Cl)c1cc[n+]([O-])cc1
 : i, i, -0.1, i, i, -1.8, i, -2.6, i, i, i
CCOC(=O)c1csc(NC(=O)C2=COCCO2)n1
 : i, i, -1.6, i, i, -2.6, i, 9.8, i, i, i
COc1ccc(CN=C(Nc2ccccc2)SC2CC(=O)NC2=O)cc1 (stereo not drawn)
 : i, i, 0.9, i, i, -0.6, i, 2.7, i, i, i
CS(=O)(=O)N1N=C(c2ccccc2)CC1c1ccc2nccnc2c1 (stereo not drawn)
 : i, i, -5.9, i, i, -11.2, i, -2.7, i, i, i
O=S(=O)(c1ccc2ccccc2c1)N1CCCCC1
 : i, i, -1.3, i, i, -7.8, i, -1.6, i, i, i
O=C(O)C1C2C=CC(C2)C1C(=O)NCCCc1ccccc1 (stereo not drawn)
 : i, i, -8.3, i, i, -6.9, i, -2.2, i, i, i
Cc1ccc(NC(=S)NCC23C=CC(O2)C2C(=O)N(c4ccc(C)cc4)C(=O)C23)cc1 (stereo not drawn)
 : i, i, 3.5, i, i, -4.4, i, -6.9, i, i, i
CCOC(=O)c1c(NC(=O)C(C)Sc2c[nH]c3ccccc23)sc2c1CCC2 (stereo not drawn)
 : i, i, 21.8, 12*, i, -11.1, i, 1.2, i, i, i
Cc1cc(C)cc(NC(=O)C(Nc2ccccc2)c2ccccc2)c1 (stereo not drawn)
 : i, i, 6.1, i, i, -4.2, i, -2.8, i, i, i
COc1ccc(/C=N/NC(=O)C(=O)N2CCN(c3ccccc3OC)CC2)cc1
 : i, i, -3.6, i, i, -8.1, i, 8.9, i, i, i
Cc1ccc(NC(=S)NC2CCCC2)cc1C
 : i, i, 6.6, i, i, -8.7, i, 1.6, i, i, i
CC1CCN(CCOCCOc2ccc(Cl)cc2Br)CC1
 : i, i, 3.2, 6*, i, -9.0, i, -9.9, i, i, i
O=C(N/N=C/c1ccc2ncccc2c1)c1cc(-c2cccs2)nc2ccccc12
 : i, i, 1.0, i, i, -21.2, i, 5.2, i, i, i
C=CCn1c(SCCN2C(=O)c3ccccc3C2=O)nc2scc(-c3ccccc3)c2c1=O
 : i, i, -0.7, i, i, -5.9, i, -2.1, i, i, i
O=C(NNc1cc(Cl)cc(Cl)c1)C1CCC1
 : i, i, 5.0, i, i, -9.5, i, 1.0, i, i, i
Cc1cccc(N2CCN(Cc3nc(-c4cccc(Oc5ccccc5)c4)oc3C)CC2)n1
 : i, i, 8.1, i, i, -17.1, i, 0.8, i, i, i
CC1(C)C=Cc2cc3ccc(=O)oc3cc2O1
 : i, i, -15.2, i, i, -9.4, i, 59.3*, i, i, i
Cc1ccc(S(=O)(=O)N(C)C)cc1NC(=O)CCc1ccccc1
 : i, i, 2.2, i, i, -5.3, i, -1.1, i, i, i
COc1ccccc1NS(=O)(=O)c1cccc(C(=O)OCC(=O)Nc2cc(C)on2)c1
 : i, i, -0.4, i, i, -7.9, i, -5.3, i, i, i
CC(=O)c1c(C)oc2ccc(NS(=O)(=O)c3ccc(C(=O)O)cc3)cc12
 : i, i, -1.8, i, i, -5.2, i, -5.1, i, i, i
CCOc1ccc(NC(=O)CCNS(=O)(=O)c2cccc3nonc23)cc1
 : i, i, -2.6, i, i, -5.3, i, -0.3, i, i, i
COc1cccc(/C=C/C(=O)Nc2ccc(N3CCOCC3)cc2)c1OC
 : i, i, 2.0, i, i, -16.9, i, 1.0, i, i, i
O=[N+]([O-])c1cc([N+](=O)[O-])c2oc(-c3ccccc3)c(Br)c2c1O
 : ., i, ., 8*, i, -19.6, i, 76.0*, i, i, i
O=C(Nc1ccccc1)c1cccnc1N1CCOCC1
 : i, i, 0.2, i, i, -3.5, i, 0.4, i, i, i
CCN(Cc1cc2ccccc2[nH]c1=O)S(=O)(=O)c1ccccc1
 : i, i, 3.6, i, i, -12.4, i, 2.8, i, i, i
NC1=NC(c2ccccc2)N=C(Nc2ccccc2)N1 (stereo not drawn)
 : i, i, -0.2, i, i, -0.8, ., ., ., i, i
Cc1sc2nc(CSc3ccc([N+](=O)[O-])c(C(F)(F)F)c3)[nH]c(=O)c2c1C
 : i, i, -2.8, i, i, -7.4, i, -3.1, i, i, i
O=C(Nc1ccccc1[N+](=O)[O-])C1=C(O)CCn2c1nc1ccccc12
 : i, i, -1.1, i, i, -2.8, i, 0.0, i, i, i
COc1ccccc1-c1ccc2nnc(SC)n2n1
 : i, i, -11.2, i, i, -1.1, i, 7.3, i, i, i
COc1ccc(C(=O)NCCC2=CCCCC2)cc1[N+](=O)[O-]
 : i, i, -1.0, i, i, -16.2, i, -7.2, i, i, i
O=C(Nc1ccc(S(=O)(=O)Nc2nccs2)cc1)c1cc(-c2ccccn2)nc2ccccc12
 : i, i, 6.8, i, i, -15.5, i, 13.7, i, i, i
O/N=C\c1ccc(-c2ccccc2)o1
 : i, i, 8.2, i, i, -0.3, i, 8.3, i, i, i
Clc1cccc(Cl)c1OCCOCCNCc1ccccc1
 : i, i, -0.9, i, i, -4.8, i, ., i, i, i
O=C(C1=C[C@@H](c2ccccc2)C[C@@H](OCCCCO)O1)N1CCOCC1
 : 100*, i, -1.2, i, i, -5.4, i, 2.2, i, i, i
Cc1ccc(C(=O)OC(C(=O)Nc2ccc(Cl)cc2C(F)(F)F)c2ccccc2)cc1 (stereo not drawn)
 : i, i, 1.2, i, i, -5.6, i, 2.8, i, i, i

(cont.)
Screens in order: TMEM16A inh, KCNQ1 act, HDAC3 inh, KCNQ1 block, TRPC4 PAM, hERG protect, KCNK3 inh, DYRK1A inh, ANO1 activ, KCNK9 block, TRPC4 act
CCCCN(CCCC)CCNC(=O)CN1C(=O)CSc2ccc(S(=O)(=O)N3CCOCC3)cc21
 : i, i, -3.2, i, i, -5.6, i, -9.0, i, i, i
CCCCNC(=O)C1(c2ccc(OC)cc2)CCOCC1
 : i, i, -2.3, i, i, -7.5, i, 5.1, i, i, i
COc1ccccc1N1CCN(S(=O)(=O)c2ccc(-n3cnnn3)cc2)CC1
 : i, i, -5.9, i, i, -1.0, i, -3.5, i, i, i
CCN1CCN(C(=O)c2cc3cc(F)ccc3[nH]2)CC1
 : i, i, 0.7, i, i, -4.3, i, 4.9, i, i, i

Not all compounds are listed (hit frequency here may not be typical).
